# AID2073 – inhibitors of Mint1-CaV2.2 protein interaction, biochemical, HTRF (AID 2073); HTRF protein-protein interaction, Mint1-CaV2.2; higher % means a stronger effect; 290,000 tested, 0.19% active; inhibition, % at 20 µM; hits with a dose series show IC50 in µM; in the data active = inhibition mostly above about 51%, no sharp cut-off; inconclusive = no clear call, values can overlap the other calls; inactive = mostly below about 53%; also: some results filed as inactive read as strong as hits
# Dengue-2 NS5 capping – Dengue-2 NS5 methyltransferase inhibitors, primary screen, biochemical, confirmation dose response (AID 588689); 340,000 tested, 0.3% active; Dengue-2 NS5 methyltransferase capping enzyme assay, biochemical; higher % means a stronger effect; inhibition, % at 25 µM, or IC50 in µM where a hit was titrated; in the data active = a potency from the dose series; inconclusive = inhibition above about 29% without an active follow-up result
# NTR1 ag – agonists of NTR1, primary screen, imaging, U2OS cells, beta-arrestin-GFP, high content (AID 493036). Neurotensin receptor type 1 (Homo sapiens), P30989. 330,000 tested, 0.17% active. NTR1-U2OS beta-arrestin-GFP spot imaging, agonist mode. activation, % at 20 µM;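 active = activation at or above 40% of the spot to cytoplasm intensity ratio, with at least 20 cells analyzed; inconclusive = wells under 20 cells, flagged as cytotoxic or low count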;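 also: 0% = DMSO without peptide and 100% = 100 nM NTR1 peptide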
# Target sequence (P30989 whole entry, looked up): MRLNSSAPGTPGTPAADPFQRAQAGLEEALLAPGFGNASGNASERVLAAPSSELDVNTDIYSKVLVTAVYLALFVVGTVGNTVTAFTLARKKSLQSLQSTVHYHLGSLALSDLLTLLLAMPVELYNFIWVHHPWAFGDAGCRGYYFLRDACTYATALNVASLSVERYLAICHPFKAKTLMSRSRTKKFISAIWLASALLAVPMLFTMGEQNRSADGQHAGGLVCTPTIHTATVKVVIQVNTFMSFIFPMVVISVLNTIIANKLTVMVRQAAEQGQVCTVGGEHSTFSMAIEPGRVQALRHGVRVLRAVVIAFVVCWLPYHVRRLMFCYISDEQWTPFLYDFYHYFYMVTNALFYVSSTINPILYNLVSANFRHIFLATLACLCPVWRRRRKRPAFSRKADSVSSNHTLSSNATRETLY
# GPR35 antagonists – GPR35 antagonists blocking zaprinast-driven arrestin recruitment, primary screen, imaging, U2OS, beta-arrestin-GFP, zaprinast agonist (AID 2058); 290,000 tested, 0.052% active; G-protein coupled receptor 35 (Homo sapiens); one-dose inhibition, % at 10 µM; IC50 in µM for titrated hits; U2OS GPR35 beta-arrestin-GFP translocation imaging, zaprinast antagonism; higher % means a stronger effect;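 active = inhibition of at least 50% with at least 30 cells and total cytoplasm GFP at most 10,000,000; inconclusive = under 30 cells or total GFP of 10,000,000 plus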
# Autophagy mod – autophagy modulators in MEF cells, primary screen, imaging, high-content, MEF GFP-LC3. MEF GFP-LC3 puncta imaging; test concentration mostly 10 µM. calls only at 10 µM (by protocol). 190,000 tested, 0.98% active. AID 463193, 2010;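 active = percentage of spot-positive cells more than 3 SD above its plate mean, without a fluorescence outlier flag or 80% toxicity; inconclusive = no clear call, values can overlap the other calls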;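 also: spot-positive cell cutoff set from DMSO-treated cells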
# LYP phosphatase – inhibitors of LYP phosphatase, biochemical, fluorescence intensity, uHTS (AID 1779); inhibition, % at 11.5 µM, or IC50 in µM where a hit was titrated; 290,000 tested, 0.054% active; Tyrosine-protein phosphatase non-receptor type 22 (Homo sapiens); recombinant LYP phosphatase, fluorescence intensity; higher % means a stronger effect; in the data active = inhibition above about 50%;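 also: plate controls were vehicle with enzyme for no effect and no enzyme for full effect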
# RSV CPE inhibition – RSV antiviral activity via CPE protection, HEp-2 cells, primary 10 µM value included (AID 2391); one-dose CPE inhibition, % at 10 µM; IC50 in µM for titrated hits; 310,000 tested, 0.13% active; HEp-2 cells, RSV-induced CPE inhibition; higher % means a stronger effect; in the data active = a potency from the dose series; inconclusive = CPE inhibition mostly from about 23% at the one dose, without a potency; inactive = the rest, 99 in 100 with CPE inhibition below about 21%; also: strong numbers were not always called active
# K1F lysis inhibition – inhibition of K1F phage lysis, E. coli UTI89, bacterial capsule biogenesis inhibitors, alamar blue (AID 488966) | E. coli UTI89 K1F phage lysis, alamar blue, 2 h; higher % means a stronger effect | 340,000 tested, 0.02% active | inhibition, % at 100 µM, or IC50 in µM where a hit was titrated;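 active = phage lysis inhibition, versus mean bacterial control, above a set limit; inconclusive = no clear call, values can overlap the other calls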;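 also: capsule biogenesis inhibitors block K1F phage lysis so surviving cells raise fluorescence; higher fluorescence means more inhibition of phage lysis; actives were called in the ten point dose series up to 300 µM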
# WT yeast gro inh – growth inhibition of WT strain, primary screen, mitochondrial fusion inhibitor project, WT and mutant strains, chemical genetic; mitochondrial fusion phenotypic screen; inhibition, % at 10 µM; 190,000 tested, 2.1% active; in the data active = inhibition above about 58%; tested in S. cerevisiae
# WT yeast gro inh mutant strain – further read-out of WT yeast gro inh, marked with its call; inhibition, %; mitochondrial fusion phenotypic screen, mutant strain inhibition
# Autophagy mod cell loss 18 h – further read-out of Autophagy mod, marked with its call; toxicity, %; measured here: cell loss, nuclei count;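 cell loss after 18 h compound exposure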
# NTR1 ag cell count 20 µM – second read-out of NTR1 ag, no call of its own (marks repeat the call); cell count; measured here: cell count, cytotoxicity flag
# Dengue-2 NS5 capping pilot replicate – second read-out of Dengue-2 NS5 capping, no call of its own (marks repeat the call); inhibition, %; measured here: pilot screen replicate inhibition
# The depositor's hits bear a star; i = inactive; u = inconclusive; x = not tested or not shown; + = active, no number; [ ] = remark or other dose. Not a hit list; about 2.6% have a hit in one of these screens.
SMILES,AID2073,Dengue-2 NS5 capping,NTR1 ag,NTR1 ag cell count 20 µM,GPR35 antagonists,Autophagy mod,Autophagy mod cell loss 18 h,LYP phosphatase,RSV CPE inhibition,K1F lysis inhibition,WT yeast gro inh,WT yeast gro inh mutant strain,others
O=[N+]([O-])c1ccccc1CNC(Cc1ccccc1)c1ccccc1 (stereo not given),-2%,0%,2.4,57,5%,i,-1,-2%,0.0%,2.7%,39,39,
Cc1ccc(SCCNC(=S)Nc2ccccc2)cc1,3%,-10%,2.6,65,-2%,i,-13,7%,1.1%,-0.4%,74*,58*,
Cc1nc2c(cc1C(=O)N/N=C/c1ccc([N+](=O)[O-])cc1)c(=O)n(C)c(=O)n2C,4%,-4%,-1.0,41,8%,i,-10,1%,5.2%,2.1%,-3,14,
CCCC(=O)C1=C(O)C(C(=O)OC)C(C)(C)CC1=NC(C)C (stereo not given),4%,-5%,0.7,36,-9%,i,-2,-5%,1.4%,1.5%,-11,0,
Cc1ccccc1NC(=O)Cc1nc(COC(=O)Cc2ccccc2F)cs1,x,-7%,0.6,88,x,x,x,x,1.7%,0.4%[50 µM],x,x,
O=C(O)c1ccc2c(c1)ncn2C1CCCCCC1,11%,-6%,-0.6,52,-3%,i,4,0%,1.2%,-0.4%,-4,-2,
COC(=O)CCC(=O)OC1(C)C(=O)C=C2C=C(C3CC3)N(CCCCO)C=C2C1=O (stereo not given),-4%,-12%,-1.8,59,12%,x,x,-11%,0.1%,0.8%,x,x,
COC(=O)CN1CC(=O)N(c2ccccc2)C1=S,-7%,-1%,0.5,50,-7%,i,6,-4%,1.7%,5.4%,18,4,
CN1CCN(c2nc(-c3ccccc3O)nc3ccccc23)CC1,11%,2%,-0.9,86,-4%,x,x,-3%,0.3%,0.7%,x,x,
COc1cccc(NC(=O)c2ccnc(N3CCC(C(=O)NCc4cc(OC)ccc4OC)CC3)c2)c1,17%,-1%,0.9,59,7%,x,x,-5%,2.0%,0.2%,x,x,
O=C(Nc1ccc(Cl)cc1C(=O)Nc1ccncc1)c1ccco1,u,-10%,0.2,50,4%,i,7,-4%,-0.8%,9.7%,19,22,
Cc1cccc(C)c1NC(=O)CN(C)C(=O)CSC(=S)N1CCCC1,x,-11%,-2.2,58,x,x,x,x,2.0%,0.5%[50 µM],x,x,
Clc1ccc(-c2cc(-c3ccccc3)on2)cc1,x,-3%,-1.7,95,x,x,x,x,4.0%,0.4%,x,x,
Cc1ccc(CN(C(=O)c2ccccc2[N+](=O)[O-])C2CCS(=O)(=O)C2)o1 (stereo not given),11%,-2%,-0.5,62,12%,x,x,-5%,1.1%,0.2%,x,x,
O=C(C[n+]1ccc2ccccc2c1)c1ccc(NC(=O)c2ccccc2)cc1,9%,-3%,5.6,83,9%,i,-3,3%,1.5%,0.2%,51,25,
Cc1cc(C)cc(NC(=O)C2CCCN2C(=O)NC2CCCCC2)c1 (stereo not given),8%,-13%,-1.9,23,-12%,i,-7,-12%,-0.8%,0.2%,3,-14,
Cc1[nH]c2c(C)cccc2c1CN1CCC(CO)(Cc2ccccc2)CC1,-15%,-6%,1.1,60,2%,x,x,-6%,-1.4%,0.3%[50 µM],x,x,
CCc1nc2oc3ccccc3c(=O)c2cc1C(=O)OC,9%,-5%,x,x,2%,x,x,0%,1.9%,0.3%[50 µM],x,x,
Cc1ccc(NC(=O)Cn2cc(S(=O)(=O)c3ccc(C)cc3)c(=O)c3cc(F)ccc32)cc1,27%,-5%,4.8,55,-8%,i,9,-2%,1.7%,-0.8%,2,-8,
COc1ccc(NC(=O)CSc2ccc3c4c(cccc24)C(=O)c2ccccc2-3)cc1,34%,u,9.1,77,2%,+,-25*,0%,1.5%,0.1%,-9,-14,
Cc1ccc(S(=O)(=O)NCC23C=CC(O2)C2C(=O)N(c4ccccc4)C(=O)C23)cc1 (stereo not given),-1%,-6%,-1.8,32,-6%,i,-2,-4%,0.1%,-1.8%,-7,-4,
CNC(=O)CS(=O)(=O)CC(=O)Nc1cc(OC(C)C)c(Cl)cc1Cl,17%,-3%,-0.7,89,11%,i,-20,-2%,-1.4%,2.2%,-3,-8,
Cc1ccc2c(c1)N(CCC(=O)NCC1COc3ccccc3O1)C(=O)CO2 (stereo not given),0%,-5%,-1.1,81,4%,i,19,2%,0.1%,0.4%,15,13,Dengue-2 NS5 capping pilot replicate=-4.9
COc1ccc(Cl)cc1-c1nc(SCC(=O)NCC2CCCO2)n[nH]1 (stereo not given),x,-12%,3.4,76,x,x,x,x,1.3%,0.8%[50 µM],x,x,
N#Cc1cccc(NC(=O)Nc2cccs2)c1,11%,-3%,0.5,45,8%,i,16,-4%,2.6%,0.2%,-19,15,

# By substructure: the compounds so far with an NH in an aromatic ring
SMILES,AID2073,Dengue-2 NS5 capping,NTR1 ag,NTR1 ag cell count 20 µM,GPR35 antagonists,Autophagy mod,Autophagy mod cell loss 18 h,LYP phosphatase,RSV CPE inhibition,K1F lysis inhibition,WT yeast gro inh,WT yeast gro inh mutant strain,others
Cc1[nH]c2c(C)cccc2c1CN1CCC(CO)(Cc2ccccc2)CC1,-15%,-6%,1.1,60,2%,x,x,-6%,-1.4%,0.3%[50 µM],x,x,
COc1ccc(Cl)cc1-c1nc(SCC(=O)NCC2CCCO2)n[nH]1 (stereo not given),x,-12%,3.4,76,x,x,x,x,1.3%,0.8%[50 µM],x,x,

# The listing continues:
SMILES,AID2073,Dengue-2 NS5 capping,NTR1 ag,NTR1 ag cell count 20 µM,GPR35 antagonists,Autophagy mod,Autophagy mod cell loss 18 h,LYP phosphatase,RSV CPE inhibition,K1F lysis inhibition,WT yeast gro inh,WT yeast gro inh mutant strain,others
CSc1cccc(CN2CCC(n3nccc3NC(=O)C3CC3)CC2)c1,38%,10%,0.1,69,28%,x,x,-11%,-1.0%,0.5%,x,x,
Cc1ccc(CSc2nnc(-c3ccccn3)n2N)cc1,-12%,x,-0.1,49,3%,x,x,-3%,1.7%,x,x,x,
C=CCn1c(CNC(=O)c2ccco2)nnc1SCC(=O)c1ccc(OC)cc1,-1%,-3%,-0.4,60,7%,i,-17,-8%,1.5%,0.1%,-6,2,
O=C1CCC([N+](=O)[O-])C(c2cccc(Cl)c2Cl)N1 (stereo not given),-2%,x,-1.2,35,-2%,i,2,-4%,-0.3%,0.4%,-22,-14,
CN(CC(=O)Nc1ccc(F)cc1)C(=O)C1CCCC1,x,-8%,1.2,93,x,x,x,x,0.7%,0.7%[50 µM],x,x,
CCc1ccc(-c2cc(C)no2)cc1S(=O)(=O)NCc1ccccc1OC,2%,-14%,3.3,63,0%,x,x,-5%,9.5%,8.7%,x,x,
O=C1CCC([N+](=O)[O-])C(c2ccc3c(c2)OCO3)N1 (stereo not given),8%,-11%,0.4,25,-3%,i,-4,0%,0.8%,-1.8%,1,-9,
COc1ccc(OCCSc2nnc(-c3ccccc3)n2N)cc1,-2%,0%,4.8,43,-8%,i,6,-7%,2.9%,0.2%,0,-8,
CCNC(=O)NC(=O)CSc1cccc(C(F)(F)F)c1,-12%,-6%,1.1,47,10%,i,17,2%,-1.3%,5.2%,-4,13,
COc1cccc(-c2ccc3nnc(SCC(=O)Nc4ccc(NC(C)=O)cc4)n3n2)c1,x,4%,1.4,56,x,x,x,x,-0.3%,1.1%[50 µM],x,x,
COc1ccccc1CC(=O)NNC(=O)c1cccs1,-1%,-10%,3.4,46,-5%,i,3,0%,1.5%,-0.3%,-28,-24,
COc1ccccc1-c1nnc(SCc2nc3ccccc3s2)n1C,-16%,-2%,0.3,53,-4%,i,8,0%,-0.2%,2.5%,20,16,
CCOC(=O)Cc1c(Sc2ccccc2)c2cc(C)ccc2n1C,3%,-5%,2.4,44,-4%,i,-4,0%,4.8%,2.5%,68*,-1.9*,
Nn1c(SCC(=O)N2CCCc3ccccc32)nnc1-c1ccccc1,-8%,-5%,-0.1,59,2%,i,3,-2%,0.3%,-0.1%,2,-10,
Cc1cccc(C(=O)OCC(=O)NC(=O)c2ccccc2)c1O,x,4%,0.0,61,x,x,x,x,0.2%,1.6%[50 µM],x,x,
NC(=O)COc1ccc2c3c(c(=O)oc2c1)CCCCC3,14%,-4%,-0.1,85,-12%,i,-3,-4%,42µM*,-0.1%,8,8,
O=C(OCC(=O)N1CCC(Cc2ccccc2)CC1)c1cc(Cl)ccc1O,x,3%,1.1,44,x,x,x,x,-1.9%,3.0%[50 µM],x,x,
COC(=O)C(NC(C)=O)(Nc1cc(C)ccn1)C(F)(F)F (stereo not given),2%,3%,-0.4,50,2%,x,x,-7%,x,0.7%,x,x,
Cc1ccc(S(=O)(=O)N2CCC(C(=O)NCCc3ccccn3)CC2)cc1,3%,-4%,-1.4,115,7%,i,23,-7%,-0.7%,0.1%,-13,-4,
CCOc1cc(CN2CCN(C(=O)CC(C)C)CC2)ccc1OC,-6%,x,-0.7,51,6%,i,3,-28%,1.1%,0.6%,13,15,
Cc1ccc(-n2nc(C)c3c(C)c(CCC(=O)O)c(C)nc32)cc1C,17%,-2%,0.3,96,-6%,x,x,-4%,4.2%,0.6%,x,x,
CCCCNC(=O)N1CCN(Cc2ccc(F)cc2)CC1,-12%,1%,-0.8,78,25%,i,14,-7%,0.9%,0.0%,4,5,
COc1cc(OC)c(C2=NOC(C(=O)NCc3cccs3)C2)cc1Cl (stereo not given),-5%,-6%,0.8,71,-4%,i,-18,-2%,-2.4%,-0.1%,-13,-16,
CC1CCCC(NC(=O)c2ccc(CNc3c(N4CCCC4)c(=O)c3=O)cc2)C1C (stereo not given),-4%,1%,-3.2,61,-4%,i,-12,0%,1.2%,0.2%,9,-3,
CCc1ccc(-c2nc(CSCC(=O)N3CCN(c4ccccn4)CC3)c(C)o2)cc1,-4%,-3%,6.7,87,-2%,i,-6,-3%,1.1%,-0.3%,18,-10,
COc1ccc(-c2cc(C(F)(F)F)nc(S(C)(=O)=O)n2)cc1OC,-19%,-46%,12,77,-13%,i,-10,-5%,-1.8%,0.1%,12,4,
COc1cccc(C2=Nc3cccc4cccc(c34)N2)c1,17%,1%,1.9,72,-8%,i,3,0%,14%,1.8%[50 µM],15,17,
c1ccc2nc(-c3ccncc3)ccc2c1,4%,-1%,-1.2,94,17%,i,-15,-8%,44%,0.3%,-4,0,
COc1ccc(-c2nn(-c3ccccc3)cc2/C=N/N=C(N)N)cc1OC,-5%,-8%,30,69,-16%,i,0,-4%,u,4.2%[50 µM],-1,-12,
CC1CCCCN1CCNC(=O)c1ccc2c(=O)n(CCc3ccccc3)c(=O)[nH]c2c1 (stereo not given),7%,-15%,-2.2,72,-9%,i,-12,-7%,-1.6%,0.8%,19,11,
